MrgX1 ag: agonists of human MrgX1 receptor, primary screen, HEK293 cells, Fluo-4 calcium flux; Fluo-4 calcium fluorescence, agonist mode; active compounds read high; B-score at 10 µM; hit rate 0.44% among 310,000; AID 588627, 2011;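 active means calcium response B-score plate-corrected fluorescence ratio at least 3 library SD, with starting fluorescence B-score inside 5 SD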
Target sequence (Q96LB2 whole entry, looked up): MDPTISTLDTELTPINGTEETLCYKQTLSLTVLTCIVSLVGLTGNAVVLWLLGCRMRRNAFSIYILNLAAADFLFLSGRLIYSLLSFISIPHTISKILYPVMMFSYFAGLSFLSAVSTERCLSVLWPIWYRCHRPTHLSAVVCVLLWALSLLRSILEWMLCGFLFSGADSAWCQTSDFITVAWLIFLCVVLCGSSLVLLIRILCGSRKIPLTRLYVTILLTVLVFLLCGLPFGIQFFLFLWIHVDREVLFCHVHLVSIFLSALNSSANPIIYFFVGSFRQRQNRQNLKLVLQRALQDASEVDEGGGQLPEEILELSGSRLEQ
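times = overnight plating, then 30 min 37 °C plus 30 min room-temperature dye loading | assay system = stable human MrgX1 HEK293 cell line | input = fifteen thousand cells per well | signal = kinetic calcium dye fluorescence, Fluo-4 NW | dosing = compound delivered in addition one of three | read-out = B-scored fluorescence response ratio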
TRPC4 block: inhibitors of mouse TRPC4 channel, primary screen, Fluo4 calcium, HEK293 TRPC4beta/mu-opioid cells | hit rate 0.39% among 300,000 | Short transient receptor potential channel 4 (Mus musculus), Q9QUQ5 | AID 2247, 2010 | DAMGO-evoked Fluo4 calcium flux; active compounds read low | B-score at 10 µM;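 active means B-score over 3 SD under the library average, no early fluorescence shift, positive overall ratio signal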
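material = TRPC4beta/mu-opioid receptor HEK293 cell line | probe or stimulus = sequential submaximal and maximal DAMGO stimulation | compound dosing = one concentration per compound | measured by = Fluo4 Ca2+ flux fluorescence | evaluation = integrated fluorescence ratio relative to baseline, converted to per-well B score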
MrgX1 allo act: positive allosteric modulators of MrgX1, primary screen, HEK293 cells, Fluo-4 calcium flux | Mas-related G-protein coupled receptor member X1 (Homo sapiens), Q96LB2 | FDSS; active compounds read high | B-score at 10 µM | hit rate 0.63% among 310,000;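 active means plate-corrected calcium response at least 3 library SD above typical, normal starting fluorescence, not activating the receptor alone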;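 further: compound read alongside a low EC10 to EC30 dose of BAM8-22 agonist; peak minus trough fluorescence over baseline measured at the second addition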
MrgX1 antag: antagonists of human MrgX1 receptor, primary screen, HEK293 cells, Fluo-4 calcium flux | Mas-related G-protein coupled receptor member X1 (Homo sapiens), Q96LB2 | BAM8-22 antagonism; active compounds read low | B-score at 10 µM | hit rate 1.3% among 310,000;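 active means calcium-response B-score plate-corrected more than 3 library SD below zero, starting fluorescence within 5 deviations, no agonist response on first addition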;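 further: peak minus trough fluorescence over baseline after final BAM8-22 challenge near maximal dose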
TRPC6 act: mouse TRPC6 channel activators, primary screen, cell-based, HEK293, membrane potential dye. AID 2550, 2010. HEK293-TRPC6 membrane potential dye fluorescence; active compounds read high. B-score at 10 µM. Short transient receptor potential channel 6 (Mus musculus), Q61143. hit rate 0.13% among 310,000;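 active means B-score of the integrated fluorescence ratio above library mean plus 3 SD, and starting fluorescence ratio within library mean plus 5 SD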;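 further: higher score means more depolarization so channel activation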
TRPC6 inh: mouse TRPC6 channel inhibitors, primary screen, cell-based, HEK293, membrane potential dye; Short transient receptor potential channel 6 (Mus musculus), Q61143; ACh-evoked depolarization; active compounds read low; B-score at 10 µM; hit rate 1.1% among 310,000;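 active means B-score under library mean minus 3 SD, initial fluorescence not abnormally high, positive integrated signal ratio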;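 further: B-score derived from integrated fluorescence ratio over the kinetic read; more negative B-score means stronger inhibition of depolarization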
PolyA inh: polyadenylation inhibitors in yeast reporter cells, primary screen, luminescence, S. cerevisiae; S. cerevisiae SKY197-pL101 polyadenylation reporter, beta-gal luminescence; efflux-impaired pdr1/pdr3 knockout yeast; score 100 = 6 SD above DMSO; calls only at 12 µM; hit rate 0.02% among 300,000;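 active means lowest replicate activity score at least 50, where 100 means six control SD above control mean; inconclusive means lowest score under 50 but half or more replicates reach 50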;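 further: yeast exposed to compound for 9 h at 30 °C; higher score means more reporter readthrough which indicates perturbed polyadenylation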
TRPC4 PAM: positive allosteric modulators of TRPC4, primary screen, cell-based, mouse TRPC4beta, HEK293 mu-opioid, Fluo-4 calcium; B-score at 10 µM; hit rate 0.42% among 310,000; Short transient receptor potential channel 4 (Mus musculus), Q9QUQ5; DAMGO EC20, Fluo-4 Ca2+ flux; active compounds read high;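 active means B-score of calcium response area above 5 SD of library B-scores, with initial fluorescence ratio within 5 SD of library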;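 further: B-score of integrated fluorescence ratio over time as area under calcium response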
AI-2 QS mod: Vibrio harveyi AI-2 quorum sensing modulators, primary screen, JMH597 strain, luminescence/OD600 ratio; hit rate 0.4% among 300,000; activity change, % at 7.5 µM; Vibrio harveyi JMH597 AI-2 luminescence/OD600 ratio, 9 h; active compounds read low; strain lacks LuxN and CqsS sensors; 0 = neutral-control median; in the data active means activity change below about -75%, passing the limit was not always enough; inconclusive means no clear call, values can overlap the other calls;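 further: luminescence divided by OD600 gain over 9 h not by final OD600 alone; inactives centre near 13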
HIF act: HIF pathway transcriptional activators, primary screen, cell-based, U2OS HRE-luciferase, luminescence; U2OS HRE-luciferase reporter; normalized: DMSO 0%, desferrioxamine 100%; activation, % at 7.5 µM (by protocol); hit rate 0.32% among 300,000;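 active means mean activation of at least 10% of the iron chelator positive control signal, with at least half of replicates also reaching 10%; inconclusive means mean and replicate majority disagree about reaching 10%; inactive means mean and most replicates under 10%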
TRPC4 act: activators of mouse TRPC4 channel, primary screen, Fluo4 calcium, HEK293 TRPC4beta/mu-opioid cells; Short transient receptor potential channel 4 (Mus musculus), Q9QUQ5; AID 2237, 2010; hit rate 0.49% among 310,000; B-score at 10 µM; Fluo4 calcium fluorescence; active compounds read high;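 active means B-score above 5 SD of library B-scores, and initial fluorescence ratio not above library mean plus 5 SD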;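 further: positive B-score marks a calcium rise read as TRPC4 activation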
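Assay system – TRPC4beta and mu-opioid receptor HEK293 stable cells · Measured by – Fluo4 fluorescence, kinetic · Schedule – dye loading 45 min room temperature, 110 s kinetic read · Read-out – B-scored integrated calcium fluorescence ratio · Controls – buffer and maximal DAMGO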
* hit, by the source's call; i = inactive; ? = inconclusive; . = not tested or not shown.

SMILES	MrgX1 ag	TRPC4 block	MrgX1 allo act	MrgX1 antag	TRPC6 act	TRPC6 inh	PolyA inh	TRPC4 PAM	AI-2 QS mod	HIF act	TRPC4 act
CC(=O)NC(C)C(c1cccs1)N1CCN(c2ccccc2)CC1 (stereo not drawn)	i	i	i	i	i	i	i	i	36	-0.3	i
O=C(CNC(=O)c1ccccc1)c1ccccc1	i	i	i	i	i	i	i	i	10	1.0	i
COc1ccc(C)cc1NC(=O)c1cc2c(=O)n3ccccc3nc2n1C	i	i	i	i	i	i	.	i	8	.	i
Oc1c(Cl)cc(Cl)cc1Sc1cc(Cl)cc(Cl)c1O	30*	i	i	i	i	-8.4*	i	i	?	-0.1	86*
CCOC(=O)c1oc2nc3c(cc2c1N)COC(C)(C)C3	i	i	i	i	i	i	i	i	3	0.1	i
Cc1ccc(NC(=S)Nc2ccc3cn[nH]c3c2)cc1	i	i	i	i	i	i	i	i	11	4.8	i
C=CCN(c1ccccc1)S(=O)(=O)c1cc2c(cc1C)N(C)CCO2	i	i	i	i	i	i	i	i	11	-0.1	i
CCC(C(=O)Nc1ccc(C(=O)O)cc1NC(=O)C(CC)c1ccccc1)c1ccccc1 (stereo not drawn)	i	i	i	i	i	i	i	i	12	-0.9	i
Cc1nc(/C=C/c2ccccc2)cc(/C=C/c2ccccc2)n1	i	i	i	i	i	i	i	i	19	2.5	i
CC(=O)Nc1c(F)c(F)c(F)c(F)c1F	i	.	i	i	i	i	i	i	17	-0.2	i
Cc1c(NC(=S)NC(=O)Cc2ccccc2)cccc1C(=O)O	i	i	i	i	i	i	i	i	25	1.2	i
CS(=O)(=O)N1CCN(c2ccc([N+](=O)[O-])c(NCc3ccc(Cl)cc3)c2)CC1	i	i	i	i	i	i	i	i	36	-1.0	i
O=C(/C=N/O)Nc1cccnc1	i	i	i	i	i	i	i	i	5	-0.3	i
Cc1ccc(C(C)NC(=O)/C(C#N)=C\c2c(C)[nH]c3ccccc23)cc1 (stereo not drawn)	i	i	i	i	i	i	i	i	.	-0.4	i
CN(C(=O)c1coc(=O)c2ccccc12)c1ccccc1Cl	i	i	i	i	i	i	i	i	27	-0.5	i
COc1ccc(N2C(=O)CCC2(C#N)c2ccc(OC)cc2)cc1 (stereo not drawn)	i	i	i	i	i	i	i	i	14	0.1	i
Cc1sc2nc(SCc3nnc(-c4cccs4)o3)n(C3CCCC3)c(=O)c2c1C	i	i	i	i	i	i	i	i	20	-0.1	i
CCOC(=O)Nc1ccc2c(c1)N(C(=O)CCN(C)C)c1ccccc1S2	i	i	i	i	i	i	i	i	-20	-0.1	i
Cc1nn(C(C)CC(=O)O)c(C)c1C (stereo not drawn)	i	i	i	i	i	i	i	i	26	-0.5	i
NC(=O)c1cc(S(=O)(=O)NCc2ccccc2)cs1	i	i	i	i	i	i	i	i	7	-0.1	i
COC(=O)c1c(C(=O)OC)c(-c2cccc(C)c2)n2c1CS(=O)(=O)C2	i	i	i	i	i	i	i	i	7	-0.2	i
Cc1cc(=O)[nH]c2nnc(SCC(=O)N3CC(C)OC(C)C3)n12 (stereo not drawn)	i	i	i	i	i	i	i	i	33	-0.1	i
O=S(=O)(CCN1CCCCC1)Oc1ccc(Cl)cc1Cl	i	i	i	i	i	i	i	i	30	0.1	i
COc1cc2c3c(c1OC)C1(C=CC(=NNC(N)=O)C=C1)CC3N(C(C)=O)CC2 (stereo not drawn)	i	i	i	i	i	i	i	i	16	-0.5	i
C=CCN1C(=O)CN=C1Nc1ccccc1	i	i	i	i	i	i	i	i	9	-1.1	i
Continuation.
SMILES	MrgX1 ag	TRPC4 block	MrgX1 allo act	MrgX1 antag	TRPC6 act	TRPC6 inh	PolyA inh	TRPC4 PAM	AI-2 QS mod	HIF act	TRPC4 act
CCc1nnc(NCC(=O)N2CCc3ccccc32)s1	i	i	i	i	i	i	i	i	6	-0.6	i
COc1ccc(Cc2nnc(NC(=O)c3ccco3)s2)cc1	i	i	i	i	i	i	i	i	-45	0.9	i
CCn1cc(C(=O)O)c(=O)c2cc(OC)ccc21	i	i	i	i	i	i	i	i	2	-0.2	i
CCOC(=O)C1CCCN(CC(O)COc2cccc(C)c2)C1 (stereo not drawn)	i	i	i	i	i	i	i	i	37	-0.2	i
O=C(O)CCc1ccc(S(=O)(=O)Nc2ccc(OCc3ccccc3)cc2)cc1	i	i	i	i	i	i	i	i	.	0.5	i
c1ccc2c(c1)oc1c(N3CCN(Cc4ccc5c(c4)OCO5)CC3)ncnc12	.	i	.	.	i	i	i	i	21	5.5	i
COc1ccc(CNC(=O)C(C)n2nc(C)c3c(C)n(-c4ccc(C)cc4)nc3c2=O)cc1 (stereo not drawn)	i	i	i	i	i	i	i	i	20	-0.5	i
Cc1sc2ncnc(N3CCC(C(=O)Nc4ccc(C#N)cc4)CC3)c2c1C	i	i	i	-5.3*	i	i	i	i	22	-1.2	i
CC(C)(C)C(=O)Nc1ccc(S(=O)(=O)c2ccc(NC(=O)C(C)(C)C)cc2)cc1	i	i	i	i	i	i	i	i	10	-0.2	i
CC(C)C[C@H](NC(=O)c1nc[nH]c1C(=O)N(C)Cc1ccccc1)C(=O)OC(C)(C)C	i	i	i	i	i	i	i	i	-5	0.0	i
COc1ccc(N2CCN(S(=O)(=O)c3c[nH]c(=O)[nH]c3=O)CC2)cc1	i	i	i	i	i	i	i	i	17	0.7	i
CCCc1nnc(SCC(=O)N2CCCC(C)C2)n1CCCOC (stereo not drawn)	i	i	i	i	i	i	i	i	30	-3.6	i
CCN1CCC(NC(=O)Nc2ccccc2C(=O)OC)CC1	i	i	i	i	i	i	i	i	5	0.0	i
O=C(Nc1ccc([N+](=O)[O-])cc1)c1cc2ccccc2nc1Cl	i	i	i	i	i	i	i	i	-2	0.9	i
Cc1ccc(N(CC(=O)NCCSc2ccccn2)S(C)(=O)=O)cc1	i	i	i	i	i	i	i	i	7	1.2	i
O=C(NCCc1nc2ccccc2[nH]1)c1ccc([N+](=O)[O-])cc1	i	i	i	i	i	i	i	i	17	0.1	i
CC(=O)N(C1=C(N)C(=O)c2ccccc2C1=O)c1ccccc1	i	i	i	i	i	i	i	i	10	-2.1	i
Cc1cccc(OCCCC(=O)Nc2ccc(N3CCCCC3)cc2)c1	i	i	i	i	i	i	i	i	1	-0.5	i
Cc1ccc(NC(=O)C2CCN(C(=O)N3CCOc4ccccc43)CC2)cc1	i	i	i	i	i	i	i	i	-8	-0.5	i
O=c1[nH]cnc2c1nnn2Cc1ccccc1	i	i	i	i	i	i	i	i	37	-1.2	i
CC(Nc1ccc(N2CCOCC2)cc1)C(=O)N1c2ccccc2CC1C (stereo not drawn)	i	i	i	i	i	i	i	i	6	-0.4	i
O=C(c1ccccn1)N1CCN(c2cccc(C(F)(F)F)c2)CC1	i	i	i	i	i	i	i	i	26	-0.6	i
Cc1sc2nc(CSCC(=O)N(CCC#N)c3ccccc3)[nH]c(=O)c2c1C	i	i	i	i	i	i	i	i	8	0.6	i
Cc1cccc(C(=O)NNC(=O)C2CCCO2)c1 (stereo not drawn)	i	i	i	i	i	i	i	i	15	0.2	i
COc1ccc(C(=O)Sc2nncc3ccccc23)cc1	i	i	i	i	i	i	i	i	2	1.0	i
The listing continues.
SMILES	MrgX1 ag	TRPC4 block	MrgX1 allo act	MrgX1 antag	TRPC6 act	TRPC6 inh	PolyA inh	TRPC4 PAM	AI-2 QS mod	HIF act	TRPC4 act
CN(CC(=O)Nc1cccc(F)c1)C(=O)CCSc1ccc(F)cc1	i	i	i	i	i	i	i	i	-6	0.1	i
O=[N+]([O-])c1cc(S(=O)(=O)N2CCCC2)ccc1SCCO	i	i	i	i	i	i	i	i	-4	-1.0	i
Cc1cc(NC(=O)CCc2ccccc2)c([N+](=O)[O-])cc1C	i	i	i	i	i	i	i	i	1	1.4	i
COc1ccc(-c2ccc(C)cc2)cc1[C@H]1[C@@H]2C=CCC[C@@]2(C)C(=O)N1Cc1ccccc1	i	i	i	i	i	i	i	i	22	-0.7	i
CCN(CC(=O)Nc1c(F)cccc1F)C(=O)Cc1csc(-c2ccccc2)n1	i	i	7.5*	i	i	i	i	i	19	-0.5	i
Cc1cc(-c2ccc(C(C)C)c(S(=O)(=O)Nc3cc(C)on3)c2)on1	i	i	i	i	i	i	i	i	-16	0.0	i
COc1cccc(/C=N/Nc2nnc3c(n2)[nH]c2ccccc23)c1OC	i	i	i	i	i	i	i	i	32	1.4	i
CCOC(=O)C1=C(O)/C(=C/c2cc(OC)c(OC)c(OC)c2)N=C1C	i	i	i	i	i	i	i	i	6	0.2	i
CC(C)(C)C(=O)N1CCN(c2ccc([N+](=O)[O-])c(NCC3CCCO3)c2)CC1 (stereo not drawn)	i	i	i	i	i	i	i	i	12	0.1	i
COc1ccc(-c2cc(-c3cc(OC)ccc3O)[nH]n2)cc1	i	i	i	i	i	i	i	i	18	6.2	i
O=C(O)c1csc(Br)c1Br	i	.	i	i	i	i	i	i	30	0.1	i
CCC1CCCCN1CCCNC(=O)c1ccc(CS(=O)(=O)c2ccc(Br)cc2)o1 (stereo not drawn)	i	i	i	i	i	i	i	i	2	0.1	i
Cc1cc(C)c(S(=O)(=O)N2CCN(S(=O)(=O)N3CCCCCC3)CC2)c(C)c1	i	i	i	i	i	i	i	i	9	-0.6	i
N#CC(=C1CCCC1)c1nc(-c2ccccc2)cs1	i	i	i	i	i	i	i	i	-3	2.6	i
O=C(CSCc1ccccc1)Nc1ccc(S(=O)(=O)N2CCOCC2)cc1	i	i	i	i	i	i	i	i	3	0.7	i

High-throughput results (PubChem BioAssay)

An excerpt, so the mix of outcomes need not match the whole.
